G9a block: G9a (human) methyltransferase inhibition. G9a H3K9 monomethylation, AlphaScreen, 2 h. Potency, µM (titrated, usually from 102 µM), for the others: at the highest dose activity, negative = inhibition, usual class: inhibitors. 350,000 tested, 8.8% active. AID 504332; further: on the % scale 0 is the no-effect control and ±100 the full control effect; nearly all actives have a fitted effect of over 75% in size
Target sequence (Q96KQ7 913-1193 limits assumed): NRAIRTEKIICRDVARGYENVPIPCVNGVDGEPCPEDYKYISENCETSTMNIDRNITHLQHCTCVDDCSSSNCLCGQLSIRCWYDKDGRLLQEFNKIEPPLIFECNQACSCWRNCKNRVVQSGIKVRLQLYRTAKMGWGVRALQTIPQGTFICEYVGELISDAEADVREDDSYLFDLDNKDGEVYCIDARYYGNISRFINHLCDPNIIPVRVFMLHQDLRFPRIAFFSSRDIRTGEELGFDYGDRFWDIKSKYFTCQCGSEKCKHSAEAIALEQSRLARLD
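G9a (20 nM) preincubated 15 min RT with compounds, then 500 nM biotinylated H3K9 peptide and 20 uM SAM added; 2 h RT reaction. Monomethyl-H3K9 product detected by AlphaScreen with anti-H3K9me1 antibody, streptavidin donor and anti-rabbit IgG acceptor beads.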
POLH inh: DNA polymerase eta (human) inhibition; 390,000 tested, 1.2% active; Potency, µM (doses to about 114 µM), without a hit: at the top dose activity change, negative = inhibition, usual class: inhibitors; recombinant Pol eta, fluorescent DNA replication assay; AID 588591; further: on the % scale 0 is the no-effect control and ±100 the full control effect
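Pol eta (10 nM) was preincubated with compounds for 15 min at room temperature, after which fluorescent replication substrate (50 nM final) was added to start the reaction. Fluorescence was read kinetically at 0 and 10 min.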
BAZ2B block: blocks human BAZ2B. Q9UIF8. AlphaScreen BAZ2B-H3K14Ac peptide displacement. 360,000 tested, 4.4% active. Potency, µM (titrated, usually from 114 µM), for inactives: top-dose activity change, negative = inhibition, actives largely listed as inhibitors; further: on the % scale 0 is the no-effect control and ±100 the full control effect; nearly all actives have a fitted effect of over 60% in size
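In this displacement format the biotinylated H3(5-23) peptide acetylated at Lys14 serves as ligand at 50 nM, with BAZ2B at 50 nM in PBS pH 7.4 containing 0.01% Tween-20. Donor and acceptor beads are 10 ug/mL final.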
POLI inh: blocks human DNA polymerase iota activity | Q9UNA4 | 390,000 tested, 1% active | AID 588590 | Pol iota fluorescent replication assay, 10 min | Potency, µM (top dose mostly 115 µM), without a hit: at the top dose activity, negative = inhibition, actives largely listed as inhibitors
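Pol iota at 10 nM preincubated 15 min with compounds at room temperature; reaction started with fluorescent substrate, 50 nM final. Fluorescence read kinetically at 0 and 10 min; buffer-only wells as negative control.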
BLM helicase inh: Bloom syndrome helicase (human) inhibition; recombinant BLM DNA unwinding, fluorescence dequenching; Potency, µM (doses to about 56.1 µM), without a hit: at the highest dose activity change, negative = inhibition, usual class: inhibitors; 350,000 tested, 0.2% active;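 further: plate controls were vehicle for no effect and no enzyme for full effect; nearly all actives have a fitted effect of over 35% in size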
Pol kappa inh: inhibitors of human DNA polymerase kappa; Q9UBT6; AID 588579; purified Pol kappa, fluorescent DNA synthesis assay, 10 min; Potency, µM (top dose mostly 107 µM), for the others: at the top dose activity, negative = inhibition, most hits filed as inhibitors; 400,000 tested, 0.53% active; further: on the % scale 0 is the no-effect control and ±100 the full control effect
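10 nM Pol kappa preincubated 15 min at room temperature with compounds, then reaction started with substrate at 50 nM final. Fluorescence read kinetically at 0 and 10 min; buffer-only wells served as negative control.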
Apoferritin bind: candidate novel general anesthetic via apoferritin binding. apoferritin/1-aminoanthracene competitive binding, fluorescence. 350,000 tested, 0.074% active. AID 485281. Potency, µM (doses to about 77.5 µM), for the others: top-dose activity change, negative = displacement, usual class: inhibitors. P02791; further: on the % scale 0 is the no-effect control and ±100 the full control effect; nearly all actives have a fitted effect of over 20% in size
Target sequence (P02791 2-175 limits assumed): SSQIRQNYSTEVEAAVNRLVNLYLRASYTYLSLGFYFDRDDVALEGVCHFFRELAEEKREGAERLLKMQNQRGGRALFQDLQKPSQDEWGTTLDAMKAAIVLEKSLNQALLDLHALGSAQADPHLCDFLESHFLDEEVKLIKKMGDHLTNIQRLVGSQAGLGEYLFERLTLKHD
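Horse-spleen apoferritin (10 uM) was mixed with 50% saturated 1-aminoanthracene in PBS, exposed to compounds for 10 min at room temperature, and read for fluorescence (ex 380 nm, em 535 nm). Competitive displacement was fitted with a four-parameter Hill equation.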
APEX1 inh: inhibitors of human APE1 endonuclease; Potency, µM (highest dose often 65.8 µM), for inactives: at the top dose activity change, negative = inhibition, most hits filed as inhibitors; recombinant APE1, TAMRA/BHQ-2 abasic DNA cleavage fluorescence; 350,000 tested, 0.35% active; AID 2517;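 further: plate controls were vehicle for no effect and reference inhibitor for full effect; nearly all actives have a fitted effect of over 55% in size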
Target sequence (P27695 whole entry, looked up): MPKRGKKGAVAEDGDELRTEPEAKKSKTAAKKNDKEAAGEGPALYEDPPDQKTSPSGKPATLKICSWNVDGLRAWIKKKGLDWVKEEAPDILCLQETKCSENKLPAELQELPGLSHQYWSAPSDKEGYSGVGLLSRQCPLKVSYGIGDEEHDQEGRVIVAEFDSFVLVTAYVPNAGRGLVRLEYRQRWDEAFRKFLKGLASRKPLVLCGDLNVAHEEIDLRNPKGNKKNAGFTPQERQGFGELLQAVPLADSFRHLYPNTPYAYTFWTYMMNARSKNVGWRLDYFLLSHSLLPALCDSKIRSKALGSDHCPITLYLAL
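Kinetic fluorescence read (525 ex/598 em nm, three reads 60 s apart) of AP-site incision; signal = third minus first read. Enzyme 0.75 nM, dual-labelled THF duplex 50 nM, compound preincubation 15 min RT.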
Pol beta inh: inhibitors of human DNA polymerase beta | P06746 | Pol beta primer extension/strand displacement, fluorescence kinetic | Potency, µM (doses to about 114 µM), inactives show at the top dose activity change, negative = inhibition, hits mostly inhibitors | 340,000 tested, 1.3% active; further: on the % scale 0 is the no-effect control and ±100 the full control effect
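10 nM enzyme + cpd, 15 min RT; start with substrate 50 nM final; read 0 min and after 10 min RT. Corrected, normalized data; 4-parameter Hill curve fit.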
An asterisk follows results filed as active; ? = inconclusive; . = no result given; [ ] = remark or other dose. The call rests on the fitted dose curve; in most records, active means well fitted curve in the direction sought with a large enough effect; inconclusive means small, poorly fitted or top-dose-only effect, or another doubt; inactive means no such curve, though single readings can be large; an effect the other way counts as inactive or inconclusive. Potency means the concentration at half of the fitted maximal effect.

Values run as follows: G9a block | POLH inh | BAZ2B block | POLI inh | BLM helicase inh | Pol kappa inh | Apoferritin bind | APEX1 inh | Pol beta inh
> CC1=NN(c2ccccc2)C(=O)/C1=C\c1cc(C)n(-c2cccnc2)c1C
  -45% | -10% | ? | 138%[activator] | -2% | -1% | 0% | 2% | 29%
> c1ccc(CSc2nnc(-c3cccs3)o2)cc1
  4%[59 µM] | -16% | 72%[activator] | ? | -1% | -8%[60.1 µM] | ? | 6% | 8%
> O=C(Nc1ccccc1N1CCN(c2ccc(F)cc2)CC1)C1CCCCC1
  ? | 3% | -11% | -5% | -1% | -15% | -11% | -4% | 19%
> CCc1nnc(NC(=O)c2cc(S(=O)(=O)N3CCCCC3)ccc2N2CCOCC2)s1
  -2% | -16% | -3% | -7% | -5% | -12% | -11% | 1% | 11%
> CCN(CC)S(=O)(=O)c1cc(NC(=O)Cn2cnc3ccccc3c2=O)ccc1C
  -32%[12.7 µM] | -2% | -18% | 8% | -3% | -19% | -21% | 1% | 4%
> C#CCOCCOCCOCCNc1nc(N2CCN(C(=O)CCCCCCCCCCNC(=O)[C@@H]([C@H](C)O)n3cc(C)nn3)CC2)nc(N2CCN(C(=O)CCCCCCCCCCNC(=O)[C@@H]([C@H](C)O)n3cc(C)nn3)CC2)n1
  -24%[2.33 µM] | -12% | -30% | ? | . | -23% | . | 4% | .
> CCOC(=O)N1CCN(C(=O)c2ccc(OC)c(S(=O)(=O)N3CCOCC3)c2)CC1
  27% | 12% | 1% | 7% | -2% | -14% | 1% | 0% | 1%
> CCCC(=O)NC(NC(=S)Nc1ccc(S(N)(=O)=O)cc1)C(Cl)(Cl)Cl (configuration not stated)
  45µM* | -6% | 2% | 5% | 0% | 1% | 6% | 0% | 5%
> O=C(CN1CCN(CC(=O)Nc2ccc(F)cc2)CC1)NCC1(N2CCOCC2)CCCCC1
  -5%[2.33 µM] | -2% | 0% | 9% | . | 3% | . | 17% | .
> CCOC(=O)Cc1ccc(NC(=O)n2ncc3cc(Cl)ccc32)cc1
  -32%[59 µM] | -16% | ? | 11% | -4% | -11% | -14% | . | 22%
> COc1ccccc1-n1nnnc1SC(C)C(=O)NC1CCCC1 (configuration not stated)
  -32% | 3% | -1% | 25% | . | -23% | . | 35% | .
> Cc1ccc(OCC(=O)NCCS(=O)(=O)N2CCN(c3ccccc3)CC2)cc1
  ? | -17% | 4% | 49%[activator] | . | -12% | . | 18% | .
> Cc1ccccc1Nc1c(-c2c[nH]c3ccccc23)nc2ccc(Cl)cn12
  -56%[59 µM] | -6% | ? | -2% | -3% | 0% | -5% | . | 0%
> Cc1nn(C)cc1/C=N\NC(=O)c1csc2c1CCCC2
  -12% | -9% | -3% | -6% | 0% | -15% | -22% | 24% | 27%
> CCN(CC)CCOC(=O)C1c2ccccc2Oc2ccccc21
  . | -10% | -13% | 19% | -8% | -2%[60.1 µM] | -5% | 0% | 29%
> COc1ccc2[nH]c(C(=O)N/N=C/c3ccccc3OC)cc2c1
  -7% | ? | -17% | -13% | -19% | -13% | 51%[activator] | -20% | -7%
> CC(C)C(=O)N[C@@H]1c2ccccc2CC[C@H]1OCc1ccccc1
  . | -9% | . | 25% | . | 15% | . | 35% | .
> CCn1cc(C(=O)NCCCN2CCCC(C)C2)c(=O)c2cc(S(=O)(=O)N3CCc4ccccc4C3)ccc21 (configuration not stated)
  ? | -10% | -14% | 34%[activator] | -1% | 7% | -14% | -5% | -16%
> Cc1c(-c2ccc(Cl)cc2)[n+](=O)c2c(n1[O-])CCCC2
  -3% | 6% | -1% | -3% | 0% | -15% | -4% | ? | 13%
> CCOc1ccc(-c2cccc(NS(=O)(=O)c3ccc(F)cc3F)c2)nn1
  -5%[59 µM] | 0% | -12% | -12% | -4% | -17%[60.1 µM] | -21% | . | 0%
> COc1ccc(C(=O)COC(=O)c2sc(C)nc2C)cc1OC
  4%[12.7 µM] | 5% | 5% | 1% | . | -1% | . | -2% | .
> CCn1c(CC(=O)Nc2ccc(C)cc2)nnc1SCC(=O)Nc1nc(C)cs1
  -1%[12.7 µM] | 12% | -3% | 19% | -4% | -17% | 4% | 1% | 83%
> CCOC(=O)CN(c1ccccn1)S(=O)(=O)c1ccccc1
  2%[12.7 µM] | -13% | -18% | 17% | -2% | -4% | -5% | -5% | 12%
> Cc1ccc(CN2COc3c(Cl)cc4c(-c5ccccc5)cc(=O)oc4c3C2)cc1
  4%[59 µM] | -13% | -2% | 2% | -8% | 2% | 35%[activator] | . | 0%
> CN(CCC#N)C(=O)c1cc2c(s1)-c1ccccc1SC2
  -2% | -3% | 9% | 145%[activator] | -2% | -8% | 181%[activator] | -4% | 0%
> C=CCn1c(SC(C)C(=O)Nc2ccc(Cl)cn2)nnc1C1CC1 (configuration not stated)
  -1% | 10% | -4% | 2% | . | -3% | . | -4% | .
> O=c1[nH]c(SCc2nc3ccccc3n2Cc2ccccc2)nc2ccccc12
  22% | 6% | 4% | -5% | -13% | -13% | -23% | 6% | ?
> COc1ccccc1CNC(=O)CN1C(=O)COc2ccc(S(=O)(=O)Nc3ccccc3)cc21
  -27%[59 µM] | -14% | -11% | -17% | -3% | 2% | 57%[activator] | . | -4%
> Cc1c(Nc2cc(=O)oc3ccccc23)c(=O)n(-c2ccccc2)n1C
  ? | 8% | 9% | 11% | 2% | -26% | 2% | -4% | 15%
> CCOC(=O)c1cnc2nc(C)nn2c1N
  28µM* | -20% | -34% | 105%[activator] | -7% | -11% | -1% | -1% | 11%

Further results:
Values run as follows: G9a block | POLH inh | BAZ2B block | POLI inh | BLM helicase inh | Pol kappa inh | Apoferritin bind | APEX1 inh | Pol beta inh
> Cc1c(Br)c([N+](=O)[O-])nn1CC(=O)Nc1cccc2nonc12
  ? | -13% | ? | 144%[activator] | -12% | -8% | ? | 10% | 20%
> COc1ccc(OCc2nc(-c3ccc(F)c(F)c3)cs2)cc1
  62%[activator] | 0% | 11% | 60%[activator] | -3% | -3% | 1% | 1% | ?
> COc1ccc(C(=O)/C=C/c2ccc3c(c2)OCCO3)cc1
  11% | -17% | ? | -18%[58.9 µM] | -10% | -19% | 1% | -2% | -1%
> COc1ccc(-c2csc(N(CCCN(C)C)C(=O)c3ccccc3F)n2)cc1
  ? | -26% | ? | -2% | -4% | -5% | -11% | -3% | -1%
> CC(=O)c1cccc(CN2CCC(C(=O)Nc3ccc(Oc4cccnc4)cc3)CC2)c1
  6% | -5% | ? | ? | 1% | 0% | ? | 18% | 10%
> COc1ccc(NC(=O)c2c(C(=O)Nc3ccccc3)sc3nc(C)cc(=O)n23)cc1
  -8%[59 µM] | 2% | -4% | 2% | 0% | -2% | -12% | . | -10%
> CC1CCN(CCCNC(=O)c2coc3nc4ccccc4nc23)CC1
  -34%[12.7 µM] | 8% | -3% | ? | 3% | -11% | 157%[activator] | -2% | -6%
> O=C(Nc1nc(-c2ccncc2)cs1)C1COc2ccccc2O1 (configuration not stated)
  2.2µM* | -14% | -31% | ? | 0% | -16% | 6% | ? | -5%
> O=C(O)CCn1c(=O)[nH]c(=O)n(CCC(=O)O)c1=O
  -9% | -1% | -25% | 117%[activator] | -2% | -10% | -8% | -6% | 14%
> O=C(COC(=O)c1cc[n+]([O-])cc1)Nc1ccc2c(c1)OCCO2
  -33%[59 µM] | -3% | 1% | 8% | 1% | -5% | -20% | -3% | 34%
> O=C(c1ccccc1)N1N=C(c2ccco2)CC1c1cccs1 (configuration not stated)
  . | -6% | ? | 72%[activator] | -5% | -10% | -5% | -7% | -24%
> Cc1c(NC(=O)c2nn3c(c2Br)NC(c2ccccc2)CC3C(F)(F)F)c(=O)n(-c2ccccc2)n1C (configuration not stated)
  -14% | -10% | 4% | 50%[activator] | 4% | -19% | -7% | -5% | 20%
> CN(CCOc1ccc(Br)cc1)CC(=O)Nc1cccc(S(=O)(=O)NC2=NCCC2)c1
  2% | -18% | . | 47%[activator] | -1% | 8% | -11% | -5% | 3%
> CCOC(=O)C1(CC2CCCCO2)CCN(S(=O)(=O)c2ccc(C)s2)CC1 (configuration not stated)
  ? | -19% | -8% | 45%[activator] | -7% | 0% | -18% | 6% | 0%
> CCCC(=O)N1CCCC(c2nc(-c3cccs3)no2)C1 (configuration not stated)
  21%[59 µM] | 8% | 9% | 4% | -1% | 1% | -9% | -1% | 32%
> CCC1(c2ccccc2)NC(=O)N(CC(=O)N(C)CC(=O)Nc2cccc(F)c2)C1=O (configuration not stated)
  ? | -18% | -2% | 23% | -1% | 0% | -9% | -17% | 2%

Shown bar-delimited: entries from further up
SMILES | G9a block | POLH inh | BAZ2B block | POLI inh | BLM helicase inh | Pol kappa inh | Apoferritin bind | APEX1 inh | Pol beta inh
Cc1c(Br)c([N+](=O)[O-])nn1CC(=O)Nc1cccc2nonc12 | ? | -13% | ? | 144%[activator] | -12% | -8% | ? | 10% | 20%
COc1ccc(OCc2nc(-c3ccc(F)c(F)c3)cs2)cc1 | 62%[activator] | 0% | 11% | 60%[activator] | -3% | -3% | 1% | 1% | ?
COc1ccc(C(=O)/C=C/c2ccc3c(c2)OCCO3)cc1 | 11% | -17% | ? | -18%[58.9 µM] | -10% | -19% | 1% | -2% | -1%
COc1ccc(-c2csc(N(CCCN(C)C)C(=O)c3ccccc3F)n2)cc1 | ? | -26% | ? | -2% | -4% | -5% | -11% | -3% | -1%
CC(=O)c1cccc(CN2CCC(C(=O)Nc3ccc(Oc4cccnc4)cc3)CC2)c1 | 6% | -5% | ? | ? | 1% | 0% | ? | 18% | 10%
COc1ccc(NC(=O)c2c(C(=O)Nc3ccccc3)sc3nc(C)cc(=O)n23)cc1 | -8%[59 µM] | 2% | -4% | 2% | 0% | -2% | -12% | . | -10%
CC1CCN(CCCNC(=O)c2coc3nc4ccccc4nc23)CC1 | -34%[12.7 µM] | 8% | -3% | ? | 3% | -11% | 157%[activator] | -2% | -6%
O=C(Nc1nc(-c2ccncc2)cs1)C1COc2ccccc2O1 (configuration not stated) | 2.2µM* | -14% | -31% | ? | 0% | -16% | 6% | ? | -5%
O=C(O)CCn1c(=O)[nH]c(=O)n(CCC(=O)O)c1=O | -9% | -1% | -25% | 117%[activator] | -2% | -10% | -8% | -6% | 14%

Assay outcomes (PubChem BioAssay)

Not all compounds are listed; the hit share may differ from the screen's.
